Apoferritin bind = qHTS Assay for Identification of Novel General Anesthetics; Ferritin light chain (Equus caballus), P02791; apoferritin/1-aminoanthracene competitive binding, fluorescence; Potency, µM (series often up to 77.5 µM), without a hit: at the highest dose activity change, negative = displacement, usual class: inhibitors; 350,000 compounds, 0.074% hits; further: potency means the concentration at half of the fitted maximal effect; on the % scale 0 is the no-effect control and ±100 the full control effect; nearly all actives have a fitted effect of over 20% in size
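Probe: 1-aminoanthracene (50% saturated, PBS). Protein: horse-spleen apoferritin, 10 uM. Incubation: 10 min, room temperature. Detection: 380 nm excitation, 535 nm emission. Analysis: normalized response, four-parameter Hill.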
POLB inh = qHTS Assay for Inhibitors of DNA Polymerase Beta; Potency, µM (top dose mostly 114 µM), without a hit: at the highest dose activity change, negative = inhibition, most hits filed as inhibitors; 340,000 compounds, 1.3% hits; AID 485314, 2010; P06746; Pol beta primer extension/strand displacement, fluorescence kinetic; further: potency means the concentration at half of the fitted maximal effect; on the % scale 0 is the no-effect control and ±100 the full control effect
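Preincubation: enzyme (10 nM) with compound, 15 min, RT. Reaction: substrate added to 50 nM final. Reads: 0 and 10 min. Analysis: normalized, Hill fit.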
APE1 inh = qHTS Assay for Inhibitors of the Human Apurinic/apyrimidinic Endonuclease 1 (APE1) | DNA repair nuclease/redox regulator APEX1 (Homo sapiens), P27695 | recombinant APE1, TAMRA/BHQ-2 abasic DNA cleavage fluorescence | Potency, µM (titrated, usually from 65.8 µM), for inactives: at the highest dose activity change, negative = inhibition, most hits filed as inhibitors | 350,000 compounds, 0.35% hits;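 further: potency means the concentration at half of the fitted maximal effect; plate controls were vehicle for no effect and reference inhibitor for full effect; nearly all actives have a fitted effect of over 55% in size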
Target sequence (P27695 whole entry, looked up): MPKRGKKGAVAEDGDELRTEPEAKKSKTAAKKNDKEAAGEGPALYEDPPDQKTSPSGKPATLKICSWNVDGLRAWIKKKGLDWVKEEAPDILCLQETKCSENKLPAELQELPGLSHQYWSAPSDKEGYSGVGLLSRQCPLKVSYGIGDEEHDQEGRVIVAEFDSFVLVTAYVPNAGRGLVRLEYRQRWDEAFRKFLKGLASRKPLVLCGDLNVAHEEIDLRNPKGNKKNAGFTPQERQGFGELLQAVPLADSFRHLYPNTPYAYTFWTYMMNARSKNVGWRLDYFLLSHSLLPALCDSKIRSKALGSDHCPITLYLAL
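Step 1: APE1 (0.75 nM) with compound, 15 min RT. Step 2: add 50 nM fluorophore/quencher THF duplex. Step 3: three fluorescence reads 60 s apart (525/598 nm); read 3 minus read 1 = reaction progress.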
ERG-DNA inh = qHTS for Small Molecule Inhibitors of the ERG Ets/DNA interaction; Transcriptional regulator ERG (Homo sapiens), P11308; fluorescence polarization, His-ERG Ets domain / labelled DNA; Potency, µM (titrated, usually from 76.9 µM), for the others: at the top dose FP activity, negative = inhibition, hits mostly inhibitors; 370,000 compounds, 0.028% hits; active means well fitted inhibition curve with a large enough effect in the polarisation, with a control signal flat; inconclusive means small, poorly fitted or top-dose-only effect, or effect the other way, or a change in a side signal; inactive means no such curve, though single readings can be large or run the other way; the % refers to the polarisation;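 further: polarization taken with two DNA probes labelled with fluorescein and Texas red; potency means the concentration at half of the fitted maximal effect; % of control where 0% means no effect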
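His-tagged ERG Ets domain (1 uM in the protein solution; 300mM KCl, 50mM Tris-HCl, 1mM EDTA, 1mM DTT, pH 7.5) received compound, then a probe mix of 5 nM fluorescein-DNA and 100nM Texas-615-DNA. Fluorescence polarization was read for both dyes.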
POLI inh = qHTS for Inhibitors of Polymerase Iota; Pol iota fluorescent replication assay, 10 min; Potency, µM (series often up to 115 µM), inactives show at the highest dose activity, negative = inhibition, actives largely listed as inhibitors; 390,000 compounds, 1% hits; AID 588590, 2011; further: potency means the concentration at half of the fitted maximal effect
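Pol iota at 10 nM preincubated 15 min with compounds at room temperature; reaction started with fluorescent substrate, 50 nM final. Fluorescence read kinetically at 0 and 10 min; buffer-only wells as negative control.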
BLM inh = qHTS Assay for Inhibitors of Bloom's syndrome helicase (BLM); RecQ-like DNA helicase BLM (Homo sapiens), P54132; recombinant BLM DNA unwinding, fluorescence dequenching; Potency, µM (titrated, usually from 56.1 µM), without a hit: at the top dose activity change, negative = inhibition, usual class: inhibitors; 350,000 compounds, 0.2% hits;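 further: potency means the concentration at half of the fitted maximal effect; plate controls were vehicle for no effect and no enzyme for full effect; nearly all actives have a fitted effect of over 35% in size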
ALOX12 inh = Primary qHTS assay for inhibitors of human arachidonate 12S-lipoxygenase (ALOX12): Round 2; Polyunsaturated fatty acid lipoxygenase ALOX12 (Homo sapiens), P18054; 580,000 compounds, 1.1% hits; purified 12hLO, xylenol orange hydroperoxide absorbance; Potency, µM (series often up to 108 µM), without a hit: at the highest dose activity change, negative = inhibition, usual class: inhibitors; further: potency means the concentration at half of the fitted maximal effect; on the % scale 0 is the no-effect control and ±100 the full control effect
Target sequence (P18054 whole entry, looked up): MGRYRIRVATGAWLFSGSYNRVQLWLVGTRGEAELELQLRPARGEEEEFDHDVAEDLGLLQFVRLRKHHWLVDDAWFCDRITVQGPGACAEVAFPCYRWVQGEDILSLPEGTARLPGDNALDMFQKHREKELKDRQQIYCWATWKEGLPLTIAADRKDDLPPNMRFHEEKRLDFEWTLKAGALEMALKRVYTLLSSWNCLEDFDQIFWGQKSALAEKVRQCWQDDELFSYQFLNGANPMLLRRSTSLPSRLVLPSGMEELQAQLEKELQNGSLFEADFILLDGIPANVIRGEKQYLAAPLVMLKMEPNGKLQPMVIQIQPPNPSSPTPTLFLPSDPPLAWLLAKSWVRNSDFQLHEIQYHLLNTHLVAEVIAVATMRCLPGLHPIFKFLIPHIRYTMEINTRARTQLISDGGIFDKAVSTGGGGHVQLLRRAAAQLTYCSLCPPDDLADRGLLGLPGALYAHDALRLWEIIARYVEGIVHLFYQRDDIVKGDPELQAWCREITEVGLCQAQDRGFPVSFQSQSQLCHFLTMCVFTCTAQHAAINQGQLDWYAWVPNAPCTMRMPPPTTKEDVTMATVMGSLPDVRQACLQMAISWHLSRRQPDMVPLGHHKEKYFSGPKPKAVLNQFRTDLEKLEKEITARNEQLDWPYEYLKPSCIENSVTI
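Hydroperoxide product was detected by ferrous iron/xylenol orange as the 573 to 405 nm absorbance ratio. Arachidonic acid at 40 uM (final) was turned over for 30 min at room temperature by 150 nM human 12hLO, pH 7.0 Hepes buffer, after 15 min compound preincubation.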
TRHR ag = qHTS for Small Molecule Agonists and Allosteric Enhancers of Human TRH Receptor: Primary Screen for Agonists; TRHR cells, calcium flux fluo-8, FDSS agonist mode; activation, % at 2 µM; 360,000 compounds, 0.18% hits; AID 493084, 2011; in the data active means activation above about 30%; further: 0% is about no effect
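TRHR-expressing cells loaded with fluo-8 calcium dye; 23 nL library compound pin-transferred, kinetic FDSS fluorescence (Ex 480/Em 530) recorded about 180 s for agonist-induced calcium release, before a 10 nM TRH EC20 addition for potentiator mode.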
POLK inh = qHTS for Inhibitors of Polymerase Kappa; DNA polymerase kappa (Homo sapiens), Q9UBT6; purified Pol kappa, fluorescent DNA synthesis assay, 10 min; Potency, µM (top dose mostly 107 µM), without a hit: top-dose activity, negative = inhibition, hits mostly inhibitors; 400,000 compounds, 0.53% hits; further: potency means the concentration at half of the fitted maximal effect; on the % scale 0 is the no-effect control and ±100 the full control effect
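50 nM final substrate added after 15 min RT preincubation of 10 nM Pol kappa with compound; fluorescence read at 0 and 10 min.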
Numbers without * were called inactive; ? = inconclusive; / = not tested or not shown; & = joins results of further samples; [ ] = remark or other dose. Unless noted, the call rests on the fitted dose curve; in most records, active means well fitted curve in the direction sought with a large enough effect; inconclusive means small, poorly fitted or top-dose-only effect, or another doubt; inactive means no such curve, though single readings can be large; an effect the other way counts as inactive or inconclusive.

SMILES | Apoferritin bind | POLB inh | APE1 inh | ERG-DNA inh | POLI inh | BLM inh | ALOX12 inh | TRHR ag | POLK inh
Cc1ccc(S(=O)(=O)CCC(=O)Nc2nc(C(C)(C)C)cs2)cc1 | -19.1% | 1.4% | 23.2% | 0.9% | 24.5% | -4.1% | -16.6% | 0.0 | -3.1%
CN1N=C(C(F)(F)F)CC1=O | -2.3% | -1.3% | -3.5% | 4.1% | 50.9%[activator] | -1.8% | ? | 0.7 | -14.1%
COc1ccc(/C=C2\SC(=O)N(CC(=O)NC3C=CS(=O)(=O)C3)C2=O)cc1 (stereo not drawn) | -0.8% | ? | 50.7%[activator] | 7.5% | 9.3% | -5.3% | 1.2% | 0.3 | -29.2%
C/C(=N\NC(=O)c1nnn(-c2nonc2N)c1-c1ccc2c(c1)OCO2)c1ccc(C)cc1 | -18.2% | -6.9% | -12.0% | 77.1%[activator] | ? | -0.1% | 15.7% | 2.0 | -27.9%
O=C(Nc1ccccc1)N(Cc1cccc(Cl)c1)c1ccccn1 | -2.5% | -15.2% | / | 1.6% | 13.9% | -10.6% | -12.6% | 1.5 | -10.8%
Cc1ccc(NC(=O)CN(C)C(=O)c2cc(-c3ccco3)nc3ccccc23)cc1 | / | / | 5.32µM* | 4.2% | 17.8µM* | / | 7.08µM* | 3.0 | 50.1µM*
Cn1c(=O)[nH]c2cc(-c3noc(-c4ccc(Br)cc4)n3)ccc21 | 10.3% | 19.3% | / | -4.6% | 9.9% | -5.4% | -20.9% | 0.1 | -4.8%[60.1 µM]
Cc1[nH]c(C)c(S(=O)(=O)NCc2ccc(N(C)C)cc2)c1C(=O)N1CCCC1 | -4.2% | 1.3% | 1.3% | -7.9% | 2.8% | -0.3% | -1.7% | 0.1 | 5.5%
CCN(CC(=O)Nc1ccc(OC)c(OC)c1)S(=O)(=O)c1ccc(C)cc1 | 0.0% | -0.7% | -3.1% | -4.7% | -0.4% | -4.5% | 0.0% | -0.2 | -11.0%
O=C(CN1CCN(c2ccccc2O)CC1)Nc1cc([N+](=O)[O-])ccc1Cl | -18.5% | 4.6% | -3.9% | 1.5% | ? | 0.2% | ? | -0.4 | -15.9%
CCOC(=O)Cc1csc(-n2sc3ccccc3c2=O)n1 | -14.3% | ? | 8.9% | 19.3% | -17.3% | -12.5% | ? | 2.2 | -27.6%
COc1ccc(NC(=O)C(=O)NCCc2sc(-c3ccc(Cl)cc3)nc2C)cc1 | -6.8% | -0.7% | / | 0.0% | 43.7%[activator] | 1.9% | -1.3% | 0.2 | -8.5%[60.1 µM]
O=C(CC1C(=O)NCCN1Cc1ccccc1C(F)(F)F)NCCn1cccn1 (stereo not drawn) | -3.8% | 5.4% | 6.1% | 7.7% | 33.0%[activator] | 1.0% | -12.5% | 0.8 | -1.4%
Cc1cc(C)c(C)c(S(=O)(=O)N2CCN(C(=O)c3ccccc3OCc3c(C)noc3C)CC2)c1C | / | / | 4.3% | -4.6% | -12.5% | / | 3.9% | -0.1 | -5.2%
Cn1cccc1/C=N/NC(=O)Cc1cccc2ccccc12 | -16.3% | 11.9% | 13.2% | 13.1% | 25.6% | -4.0% | -10.6% | 1.0 | -2.7%
Cc1cccc(-n2c(SCC(=O)NCc3ccco3)nc3ccccc3c2=O)c1 | -13.7% | 0.5% | -0.7% | -1.9% | 8.9% | -1.9% | -16.0% | -0.9 | 0.8%
O=C(CN1C(=O)c2ccccc2S1(=O)=O)c1cccc(Br)c1 | -1.1% | 79.5% | 5.0% | 2.9% | -7.2% | 0.1% | -2.7%&-16.6% | 0.1 | -10.3%
Cc1ccc(CNC(=O)Cn2cnc3c(OCc4ccccc4)ncnc32)o1 | / | / | 7.2% | 13.0% | -1.1% | / | 29.9% | / | 6.5%
COc1cc(=O)oc(-c2ccccc2)c1C(C)=O | / | / | / | 10.6% | 14.2% | / | 494.4%[activator] | / | 0.9%
O=c1c2c3c(sc2n2cnnc2n1C1CCCCC1)CCC3 | -7.9% | -1.2% | 4.8% | / | / | -0.1% | / | 0.2 | /
COc1ccc(CNC(=O)COC(=O)/C=C/c2ccc(Cl)cc2)cc1 | -3.9% | 18.6% | 9.1% | 1.3% | 125.6%[activator] | -3.0% | -5.6% | 0.7 | 2.7%
O=C(NC1CCCC1)C(c1ccc(N2CCOCC2)cc1)N(Cc1ccccc1)C(=O)c1ccco1 (stereo not drawn) | -9.5% | 17.2% | -0.1% | -1.4% | 9.4% | -0.1% | 489.4%[activator] | -0.8 | -2.6%
O=C(COc1ccccc1)Nc1ncn[nH]1 | 23.6% | -26.0% | 0.9% | 8.2% | -1.0% | -2.9% | 2.7% | 0.4 | 4.9%
O=[N+]([O-])c1ccc(-c2ccc(S(=O)(=O)N3CCOCC3)cc2)cc1 | -1.9% | -12.3% | 47.6%[activator] | 55.3%[activator] | 13.0% | 0.7% | 10.9% | 0.3 | 6.2%
CCCCCOCC1CC(C/C(C)=N/NC(N)=O)(C(=O)OCC)C(=O)O1 (stereo not drawn) | 2.6% | 4.9% | 5.2% | 6.2% | -17.2% | -2.9% | -19.0% | 0.5 | -17.3%

The list goes on.
SMILES | Apoferritin bind | POLB inh | APE1 inh | ERG-DNA inh | POLI inh | BLM inh | ALOX12 inh | TRHR ag | POLK inh
Cc1ccc(C)c(NC(=O)CSc2nncn2C)c1 | -9.0% | 16.4% | 12.8% | 10.6% | -11.8% | -1.1% | 69.2%[activator] | 0.4 | -6.3%
O=C(Nc1ccc2ccccc2c1)c1ccc(Cl)cc1Cl | -3.4% | -3.9% | -5.0% | 2.5% | 17.5% | -6.6% | 10.8% | 0.9 | -2.2%
O=C(Oc1cccc(C(=S)N2CCOCC2)c1)c1ccccc1 | -11.0% | 0.3% | -15.2% | 3.1% | 73.9%[activator] | -2.6% | -21.3% | 0.4 | -12.4%
O=C(NCC1CCCO1)c1cc(Br)c(Br)s1 (stereo not drawn) | -10.5% | 12.3% | -10.7% | 6.5% | 2.0% | -0.3% | -0.7% | -0.2 | -7.0%
COCCn1c(SCC(=O)Nc2ccccc2F)nc2c(c1=O)SCC2 | -7.7% | 14.7% | 2.1% | -2.1% | 53.4%[activator] | -1.0% | -18.3% | -0.1 | -2.7%
CSc1ncccc1C(=O)Nc1cccc(S(=O)(=O)N2CCCCC2)c1 | / | / | -6.8% | 2.2% | -0.3% | / | 25.3% | -0.4 | 2.0%
Cc1oc2c(C)c3oc(=O)c(CCC(=O)O)c(C)c3cc2c1-c1ccccc1 | 3.6% | -31.4% | ? | 4.6% | ? | -1.8% | -6.0% | 0.1 | -12.9%
Cc1ccc(C)c(C(=O)Nc2nc3ccccc3[nH]2)c1 | -3.0% | 26.8% | -2.3% | -9.8% | 121.6%[activator] | -0.4% | ? | 2.8 | -4.5%
O=c1[nH]c(SCc2ccccc2Cl)nc2[nH]ncc12 | -5.4% | -1.1% | -1.2% | -0.2% | 48.9%[activator] | 0.1% | 3.0% | -0.1 | -3.5%
CCc1nc2ccccc2n1CC(=O)OCC(=O)N(CC(C)C)c1c(N)n(Cc2ccccc2)c(=O)[nH]c1=O | / | / | -2.1% | -2.0% | 15.6% | / | -16.9% | 0.0 | -1.6%
CCOc1ccccc1NC(=O)c1cc(S(=O)(=O)N2CCC3(CC2)OCCO3)ccc1F | -10.4% | 11.0% | -0.9% | -11.0% | -3.4%[58.9 µM] | -0.5% | 0.1% | -0.2 | -7.4%
O=C(Cc1cccc2ccccc12)N/N=C/c1ccc(F)cc1 | ? | -2.2% | 12.7% | / | 18.4% | 2.4% | 25.3% | -0.2 | 2.2%[60.1 µM]
CCc1ccccc1N1C(=O)C2C3CC(=O)C(c4ccccc43)C2C1=O (stereo not drawn) | -6.0% | 25.5% | -4.0% | 0.4% | 5.1% | -7.2% | -5.4% | 0.0 | -7.9%
CC1(C)C(C(=O)O)N2C(=O)C(NC(=O)Cc3ccccc3)C2S1=O (stereo not drawn) | -7.3% | 2.6% | -10.3% | 7.8% | 6.9% | -3.3% | -10.9% | 0.9 | 0.0%
C(=Nc1ccc(N2CCOCC2)cc1)c1c[nH]c2ccccc12 | 4.8% | 0.0% | -6.7% | 0.2% | 150.7%[activator] | -2.7% | ? | -1.2 | -5.1%
Cc1ccc(-n2ncc3c(Nc4ccccc4C)ncnc32)cc1 | -7.9% | -21.9% | / | -5.1% | -9.1% | -10.9% | -2.0% | 1.2 | -10.0%[60.1 µM]
Cn1c2ccc(F)cc2c2ncn(CCCN(CCO)CCO)c(=O)c21 | -5.7% | 37.6% | 9.5% | -0.5% | 14.3% | 0.6% | 0.0% | -0.3 | -2.3%
CCN(CC)c1ccc(/C=c2\sc3nnc(-c4ccccc4Cl)n3c2=O)cc1 | -13.8% | -13.5% | -0.3% | 38.3%[activator] | 46.8%[activator] | -4.7% | 24.5%[57.4 µM] | 17.2 | -10.8%

Entries of single compounds, quoted from the list. Values in the order: Apoferritin bind	POLB inh	APE1 inh	ERG-DNA inh	POLI inh	BLM inh	ALOX12 inh	TRHR ag	POLK inh
`O=C(CC1C(=O)NCCN1Cc1ccccc1C(F)(F)F)NCCn1cccn1` (stereo not drawn) across the screens: -3.8%	5.4%	6.1%	7.7%	33.0%[activator]	1.0%	-12.5%	0.8	-1.4%
`CCCCCOCC1CC(C/C(C)=N/NC(N)=O)(C(=O)OCC)C(=O)O1` (stereo not drawn) across the screens: 2.6%	4.9%	5.2%	6.2%	-17.2%	-2.9%	-19.0%	0.5	-17.3%

The list is partial; count on the stated rates, not on these rows.
